Source: PubChem
TDP1 block = TDP1 (human) enzyme inhibition | Q9NUW8 | recombinant TDP1, AlphaScreen DNA substrate cleavage | Potency, µM (highest dose often 130 µM), inactives show top-dose activity change, negative = inhibition, most hits filed as inhibitors | 0.28% of 350,000 active; further: nearly all actives have a fitted effect of over 40% in size
Target sequence (Q9NUW8 whole entry, looked up): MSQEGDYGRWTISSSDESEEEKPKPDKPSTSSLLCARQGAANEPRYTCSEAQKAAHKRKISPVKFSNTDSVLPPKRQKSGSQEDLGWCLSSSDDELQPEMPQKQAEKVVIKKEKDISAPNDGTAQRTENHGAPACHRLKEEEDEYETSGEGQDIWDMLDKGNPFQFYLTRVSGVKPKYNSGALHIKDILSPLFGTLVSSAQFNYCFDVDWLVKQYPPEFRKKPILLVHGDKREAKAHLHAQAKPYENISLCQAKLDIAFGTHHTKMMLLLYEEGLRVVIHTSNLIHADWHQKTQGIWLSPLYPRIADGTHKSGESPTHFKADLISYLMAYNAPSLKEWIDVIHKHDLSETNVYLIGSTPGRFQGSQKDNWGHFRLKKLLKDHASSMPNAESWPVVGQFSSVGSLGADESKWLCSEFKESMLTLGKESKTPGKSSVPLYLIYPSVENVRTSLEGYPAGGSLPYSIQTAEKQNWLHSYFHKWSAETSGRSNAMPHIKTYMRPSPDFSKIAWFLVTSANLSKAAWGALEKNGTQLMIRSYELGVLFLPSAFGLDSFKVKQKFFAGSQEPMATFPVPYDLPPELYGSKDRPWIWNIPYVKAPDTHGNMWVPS
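Compounds were preincubated with Tdp1 (1 nM final) for 15 min at room temperature before substrate (15 nM final) started a 5 min reaction; beads (10 ug/ml final) were then added for 10 min before AlphaScreen detection.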
N370S GC mod = N370S glucocerebrosidase modulation, Gaucher chaperone candidate | AID 2101 | Potency, µM (doses to about 59.4 µM), inactives show top-dose activity change, negative = inhibition, actives largely listed as inhibitors | N370S GC spleen homogenate, 4MU-glucoside fluorescence | 0.092% of 330,000 active;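 further: 0% = full enzyme activity and -100% = no enzyme basal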
FEN1 inh = inhibitors of human flap endonuclease 1; P39748; Recombinant FEN1 flap cleavage, fluorescence, 15 min; Potency, µM (highest dose often 114 µM), inactives show at the highest dose activity change, negative = inhibition, most hits filed as inhibitors; 0.35% of 390,000 active; AID 588795; further: nearly all actives have a fitted effect of over 65% in size
Target sequence (P39748 whole entry, looked up): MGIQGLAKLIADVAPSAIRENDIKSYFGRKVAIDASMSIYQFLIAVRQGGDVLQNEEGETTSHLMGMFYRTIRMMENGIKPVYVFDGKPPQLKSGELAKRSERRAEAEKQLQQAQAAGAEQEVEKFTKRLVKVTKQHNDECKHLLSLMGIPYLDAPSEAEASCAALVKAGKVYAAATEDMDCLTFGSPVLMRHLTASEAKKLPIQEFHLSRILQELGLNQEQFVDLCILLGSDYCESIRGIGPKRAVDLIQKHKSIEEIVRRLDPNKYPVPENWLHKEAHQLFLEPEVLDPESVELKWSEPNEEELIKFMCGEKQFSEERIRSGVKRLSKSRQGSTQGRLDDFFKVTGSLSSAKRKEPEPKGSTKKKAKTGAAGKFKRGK
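Steps: FEN1 (10 nM) dispensed; compound added by pin tool; 15 min at room temperature; substrate added to 50 nM final; reads at 0 min and 15 min; data normalized and fitted (four-parameter Hill).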
Numbers without * were called inactive; u = inconclusive; x = not tested or not shown; & = joins results of further samples; [ ] = dose if it differs, or a comment. The call rests on the fitted dose curve; in most records, active means well fitted curve in the direction sought with a large enough effect; inconclusive means small, poorly fitted or top-dose-only effect, or another doubt; inactive means no such curve, though single readings can be large; an effect the other way counts as inactive or inconclusive. Unless noted, on the % scale 0 is the no-effect control and ±100 the full control effect; potency means the concentration at half of the fitted maximal effect.

SMILES	TDP1 block	N370S GC mod	FEN1 inh
CCOC(=O)C1(CCOc2ccccc2)CCN(Cc2cc(OC)c(O)cc2Cl)CC1	x	-2%	-23%
CS(=O)(=O)Nc1ccc(C2=NN(C(=O)c3ccccc3)C(c3cccs3)C2)cc1 (stereo not given)	x	-9%	2%
COc1cccc(C(=O)CC(=O)C(=O)Nc2cc(Cl)c(OC)cc2OC)c1	9%	-10%	u
O=C(COc1ccccc1)Nc1ccc(C(=O)N2CCCC2)cc1	6%	2%	3%
O=C(c1cncc(Br)c1)N1CCCc2ccccc21	3%	1%	7%
CCN(CC)CCNC(=O)C1CCCN(c2nnc(C)c3c(C)n(-c4ccc(Cl)cc4)nc23)C1 (stereo not given)	3%	x	11%
CCOc1ccc2nc(SCC(=O)NCC3CCCO3)sc2c1 (stereo not given)	0%	x	0%
CCCN(CCC)CCNC(=O)c1cc2c(=O)n(C)c3ccccc3c2n1C	4%	2%	u
CCN(CC)CCN(C(=O)c1ccc2c(c1)CCCC2)c1nc2ccc(F)cc2s1	6%	-2%	-16%
Cc1ccc(-n2cccc2/C=C2\C(=N)N3N=C(C(C)C)SC3=NC2=O)cc1	7%	u	u
COc1ccc(CN2C(=O)c3cccnc3C2=O)cc1S(=O)(=O)NCc1ccco1	1%	0%	0%
CCCc1nc2sc3c(c2c(=O)n1NC(=O)c1ccco1)CC(C)(C)OC3	6%	10%	7%
COc1ccc2c(c1)-c1nc(NC(=O)c3ccc(OC)c(Br)c3)sc1CC2	5%	x	-21%
O=C(CN1C(=O)NC2(CCCc3ccccc32)C1=O)NC1CCCCC1 (stereo not given)	x	-1%	-2%
COC(=O)C1=C(C)NC(=O)C1(NC(=O)c1ccccc1C)C(F)(F)F (stereo not given)	-1%	x	15%
CCCn1c(N)c(N(CCOC)C(=O)CSCC(=O)Nc2ccc(C)cc2)c(=O)[nH]c1=O	0%	x	-1%
O=C(NCc1ccco1)c1ccc2c(c1)N(Cc1cccc(Cl)c1)C(=O)c1ccccc1S2(=O)=O	4%	x	16%
COc1cccc(C(=O)Nc2ccc(Cl)c(-c3nc4ccccc4[nH]3)c2)c1	6%	x	-2%
Cc1ccc(N2C(=O)N(CC(=O)N3c4ccccc4CC3C)C(=O)C2C)cc1 (stereo not given)	10%	1%	-1%
O=C(Nc1nnc(-c2ccccc2)o1)c1cccc(S(=O)(=O)N2CCOCC2)c1	3%	x	3%
CN(CC(=O)Nc1cccc(F)c1)C(=O)c1cc(-c2cccs2)nn1-c1ccccc1	-4%	-13%	-12%
Cc1ccc(OCCSc2ncnc3nc[nH]c23)cc1	5%	7%	-3%
COc1ccccc1-c1noc(-c2ccc(NCc3ccco3)c([N+](=O)[O-])c2)n1	9%	x	0%
CCC(=O)Nc1c(-c2cccs2)c(=O)c2ccccc2n1C	2%	9%	-11%
c1ccc(C(c2cccs2)c2c[nH]c3ccccc23)cc1 (stereo not given)	10%	x	12%
O=C(CN1CCN(Cc2ccccc2)CC1)c1ccc(Br)cc1	6%	-1%	8%
Cc1ccnc(NS(=O)(=O)c2ccc(NC(=O)CCc3ccccc3)cc2)n1	8%	0%	6%
CCOC(=O)C(CCCP(=O)(c1ccccc1)c1ccccc1)(NC(C)=O)C(=O)OCC	-1%	1%	14%
CCOc1ccc2c(c1)C(N(CCN1CCOCC1)C(=O)Nc1ccc(OC)cc1OC)CC(C)(C)O2 (stereo not given)	5%	u	8%
O=[N+]([O-])CC(c1ccccc1)P(=O)(c1ccccc1)c1ccccc1 (stereo not given)	x	0%	16%

Grouped by structure: those above containing four or more nitrogen atoms.
SMILES	TDP1 block	N370S GC mod	FEN1 inh
CCN(CC)CCNC(=O)C1CCCN(c2nnc(C)c3c(C)n(-c4ccc(Cl)cc4)nc23)C1 (stereo not given)	3%	x	11%
CCCN(CCC)CCNC(=O)c1cc2c(=O)n(C)c3ccccc3c2n1C	4%	2%	u
Cc1ccc(-n2cccc2/C=C2\C(=N)N3N=C(C(C)C)SC3=NC2=O)cc1	7%	u	u
CCCn1c(N)c(N(CCOC)C(=O)CSCC(=O)Nc2ccc(C)cc2)c(=O)[nH]c1=O	0%	x	-1%
O=C(Nc1nnc(-c2ccccc2)o1)c1cccc(S(=O)(=O)N2CCOCC2)c1	3%	x	3%
CN(CC(=O)Nc1cccc(F)c1)C(=O)c1cc(-c2cccs2)nn1-c1ccccc1	-4%	-13%	-12%
Cc1ccc(OCCSc2ncnc3nc[nH]c23)cc1	5%	7%	-3%
COc1ccccc1-c1noc(-c2ccc(NCc3ccco3)c([N+](=O)[O-])c2)n1	9%	x	0%
Cc1ccnc(NS(=O)(=O)c2ccc(NC(=O)CCc3ccccc3)cc2)n1	8%	0%	6%

Next structures follow:
SMILES	TDP1 block	N370S GC mod	FEN1 inh
O=C(NCc1ccccn1)c1ccc(=O)oc1	-4%	3%	-2%
CC(=O)Nc1ccc(S(=O)(=O)NCCCN2CCOCC2)cc1	x	4%	-3%
Cc1ccc(S(=O)(=O)N2CCN(c3cc4c(cc3[N+](=O)[O-])n(C)c(=O)n4C)CC2)cc1	3%	-5%	1%
O=C(O)c1ccc(OCCCOc2ccc(C(=O)O)cc2)cc1	8%	-2%	x
CCOc1ccc(-c2cc(NC(=O)c3c(F)cccc3F)c(C(=O)OC)s2)cc1	0%	x	11%
Cc1ccc(S(=O)c2ccc(NC(=O)C3CC3)cc2C#N)cc1 (stereo not given)	-2%	-5%	-5%
CCN1C(=O)[C@H]2[C@H]3[C@H](O)[C@H](O)C/C(=N/O[C@@H]4O[C@@H](COC(C)=O)[C@@H](OC(C)=O)[C@@H](OC(C)=O)[C@H]4OC(C)=O)[C@@H]3CC[C@@H]2C1=O	2%[21 µM]	14%[12.8 µM]	x
Cc1ccc(NC(=O)c2ccccc2Br)c(C(=O)c2ccccc2)c1	-1%[12.3 µM]	x	-20%
CC(=O)Nc1ccc(C(=O)N2CC(=O)NC(=O)C2)cc1	0%	5%	-7%
CCCCn1c(=O)c2oc3ccccc3c2n(Cc2cccc(C)c2)c1=O	-5%	x	6%
Cc1c(NC(=O)C(C)OC(=O)COc2ccc(C#N)cc2)c(=O)n(-c2ccccc2)n1C (stereo not given)	2%	-10%	4%
COc1cc(OC)nc(NC(=O)CS(=O)(=O)c2ccccc2)n1	1%	11%	2%
CCCCn1c(N)c(N(CCOC)C(=O)COC(=O)c2cc(CCC)c(C)s2)c(=O)[nH]c1=O	x	-18%	-1%
O=C(Cn1c(=O)oc2ccccc21)Nc1ccc(F)cc1	x	2%	18%
CCN(C(=O)c1cc2c(=O)oc3ccc(C)cc3c2s1)c1ccccc1C	2%	x	9%
O=C(O)C1CCN(C(=O)NC2CCCCC2)CC1	2%	4%	3%
C/C(=N\NC(=S)Nc1ccccc1C)C1Cc2ccccc2C(=O)O1 (stereo not given)	5%	5%	-2%
O=C(Nc1nncs1)c1ccccc1Br	0%	-15%	6%
NS(=O)(=O)c1ccc(CCNC(=O)c2ccc3c(c2)N(Cc2ccccc2)CCS3)cc1	4%	12%	-3%
COc1ccc(CNC(=O)CC2N=C3c4ccccc4N=C(SCC(=O)Nc4ccc(N(C)C)cc4)N3C2=O)cc1 (stereo not given)	5%	x	7%
Clc1ccc(CN2CCN(c3ccccc3)CC2)cn1	0%	14%	1%
COC(=O)CNC(=O)c1ccc2c(c1)S(=O)(=O)c1ccccc1C2=O	0%	-2%[2.35 µM]	4%
C[C@H](CO)N1C[C@H](C)[C@H](CN(C)S(=O)(=O)c2ccccc2)Oc2c(NS(C)(=O)=O)cccc2C1=O	-1%	x	-3%
COc1cccc(C(=O)OC(C)C(=O)Nc2ccc3c(c2)OCO3)c1 (stereo not given)	2%	x	15%
C#CC[N+](C)(C)CC#Cc1ccc(C)cc1	4%	-6%	-3%
COc1ccc(-c2cc(C(F)(F)F)nc(SCCC(=O)Nc3ccc(OC)c(OC)c3)n2)cc1	-3%	x	-12%
Cc1ccsc1C(=O)NNC(=O)c1ccncc1	1%	-5%	1%
O=C(COC(=O)C1CC2C=CC1C2)NCCc1ccccc1 (stereo not given)	5%	6%	-5%
CCOc1ccc(C(C(=O)NC2CCCCC2)N(C(=O)c2csnn2)C2CC2)cc1 (stereo not given)	14%[0.0935 µM]	8%	0%
Nc1ncc2c(n1)-c1ccccc1CC2	2%	-2%	1%
COc1cccc(CNC(=O)Cn2nc(-c3ccc(C)cc3)ccc2=O)c1	5%	x	-3%
CCN(c1ccccc1)S(=O)(=O)c1ccc(NC(=O)c2cc(=O)c3cc(C)c(C)cc3o2)cc1	1%	x	-1%
Cc1nc2nc(-c3ccccc3)cc(=O)n2[nH]1	3%	-1%	2%
CCN1C(=NCC(C)C)N[C@@H](c2cccc(F)c2)C(C(=O)OC)=C1C	x	2%&-6%	0%
O=S1(=O)CCC(NC(=S)Nc2ccc(Cl)cc2)C1 (stereo not given)	5%	-28%	-4%
Cc1nn(C)cc1CNC(=O)C1C2CCC(O2)C1C(=O)O (stereo not given)	4%	0%	x
Cc1ccc(C2=Nc3ccccc3N=C(c3ccc(F)cc3)C2)c(O)c1	6%[12.3 µM]	x	-7%
COC(=O)c1ccccc1C(=O)c1cccc2ccccc12	x	-3%	-11%
CC(C)(O)C#Cc1ccc(CN2CCN(Cc3ccccc3)C(CCO)C2)cc1 (stereo not given)	x	7%	31%
CCCCc1nnc(NC(=O)C2CC(=O)N(c3ccc4c(c3)OCCO4)C2)s1 (stereo not given)	6%	-2%	-2%
CCOc1cc(C2C(C(=O)O)c3cc(OCC)c(OCC)cc3C(=O)N2C)ccc1O (stereo not given)	7%	-1%	4%
O=C(CSc1n[nH]c(-c2ccccc2)n1)NC(=O)NCc1ccco1	-4%	18%	-1%
C[C@]12CC[C@H](OC(=O)CCC(=O)O)CC1=CCC1C2CC[C@@]2(C)C1CC[C@@H]2N (stereo not given in full)	-5%	x	16%
COc1ccc(NC(=O)c2c([N+](=O)[O-])c(C(C)(C)C)nn2C)cc1	5%	-12%	-23%
O=S(=O)(c1ccccc1)c1nc(-c2cccs2)oc1SCc1ccccc1F	6%	x	-8%
CN(c1cccc(NC(=O)CSc2ccc(Cl)cc2)c1)S(C)(=O)=O	-1%	21%	-7%
Cc1ccc(S(=O)(=O)N/N=C/C(C)(C)CO)cc1	4%	3%	0%
Cc1cc(=O)n(Cc2ccc(Cl)cc2)c2c1c(C)nn2-c1ccccc1	3%	x	7%
O=C(Nc1ccc(C2CCCCC2)cc1)C1CCCN(c2ncccn2)C1 (stereo not given)	-2%	13%	7%
Cc1ccc(CN2CC(C(=O)N3CC(C)CC(C)C3)CC2=O)cc1 (stereo not given)	x	-5%	6%

(further entries)
SMILES	TDP1 block	N370S GC mod	FEN1 inh
Cc1cs/c(=N\N=C\c2ccc(O)cc2)n1Cc1ccco1	11%	-7%	-14%
COc1cc(OC)cc(C(=O)N2CCN(Cc3ccc4c(c3)OCO4)CC2)c1	x	6%	1%
COc1ccc(N2CCN(C(=O)CCc3c(C)nn(-c4ccc(N5CCCC5)nn4)c3C)CC2)cc1	-1%	x	-2%
Cc1cc(/C=C(\C#N)c2nnc(N3CCOCC3)n2-c2ccccc2)c(C)n1-c1ccccc1	8%	u	x
Cc1ccc(NC(=O)Cn2c(=O)c3ccc(Cl)cc3n3nncc23)cc1	1%	x	-5%
Cc1ccc(S(=O)(=O)N(Cc2cc3cccc(C)c3[nH]c2=O)c2ccccc2)cc1	-3%	6%	-11%
O=C(O)CN1C(=O)COc2cc(S(=O)(=O)N3CCCC3)ccc21	4%	2%	-7%
Cc1ccc(NC(=O)Cn2cnc3c(=O)n(C)c(=O)n(C)c32)c(C)c1	2%	-5%	6%
COc1ccc(CNC(=O)c2nn(-c3ccccc3C)nc2CO)cc1	-2%	x	15%
Cc1ccc(C(=O)c2oc3ccccc3c2NC(=O)Cc2coc3cc(C)ccc23)cc1	1%	x	-3%

Entries of single compounds from above. Values in the order: TDP1 block	N370S GC mod	FEN1 inh
Record of Cc1ccc(NC(=O)c2ccccc2Br)c(C(=O)c2ccccc2)c1 = -1%[12.3 µM]	x	-20%
Record of COc1cc(OC)nc(NC(=O)CS(=O)(=O)c2ccccc2)n1 = 1%	11%	2%
Record of COc1ccccc1-c1noc(-c2ccc(NCc3ccco3)c([N+](=O)[O-])c2)n1 = 9%	x	0%
Record of COc1cccc(C(=O)CC(=O)C(=O)Nc2cc(Cl)c(OC)cc2OC)c1 = 9%	-10%	u

The list goes on:
SMILES	TDP1 block	N370S GC mod	FEN1 inh
N#Cc1cccc(CS(=O)(=O)c2nc3ccccc3s2)c1	7%	3%	x
COc1ccc(CCNC(=O)c2nc(SCc3ccc(F)cc3)ncc2Cl)cc1OC	0%	x	-11%
Cc1ccc2cccc(S(=O)(=O)n3nc(C)cc3C)c2n1	-5%	6%	5%
COC(c1ccccc1)c1nnc(CCC(=O)N2CCCCCCC2)o1 (stereo not given)	1%	-2%	5%
Cc1ccc(NC(=O)Cc2nn(C)c(=O)c3ccccc23)cc1F	1%	-21%	-5%
Cc1nn(-c2ccc([N+](=O)[O-])cc2)c2c1C(c1ccc(OC(F)F)cc1)N1C(=N2)C(=O)Nc2ccccc21 (stereo not given)	7%	25%	-10%
CC(=O)Nc1ccc(-c2csc(NCc3ccccc3)n2)cc1	5%	-21%	6%
Cc1ccc(S(=O)(=O)NCC(=O)NC2CCCCCC2)cc1	3%	2%	-11%
O=C(CSc1nc2[nH]ncc2c(=O)n1-c1ccccc1)N1CCCc2ccccc21	12%	-4%	3%
